Source: PubChem BioAssay
PKA-R2B activ = activates the human PKA-R2B holoenzyme complex. P22694+P31323. PKA-R2B holoenzyme dissociation, Cy5-IP20 fluorescence polarization; R2B truncated from residue 108, S112A mutant; 0% DMSO only, 100% 113 µM cGMP. activation, % at 11.4 µM. 340,000 compounds, 0.079% hits;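 active = activation above a cutoff set at the mean over all compounds plus 3 SD, cut at about 18% in these data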;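 note: higher means more holoenzyme dissociation and a rise in polarization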
PKA-R1A act = PKA-R1A complex activation; P00514+P68181; PKA-R1A dissociation, Cy5-IP20 fluorescence polarization; scaled: DMSO 0%, 113 µM cGMP 100%; activation, % at 11.4 µM; 340,000 compounds, 0.083% hits; AID 504707;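 active = percent activation above the mean of all tested compounds plus 3 SD, cut at about 19% in these data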;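 note: higher means more PKAc released from R1A so a rise in polarization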
Pemphigus Ab inh = blocks pemphigus antibody binding to human desmoglein-3 | P32926 | binding (percent of control), % at 10 µM | DSG3-coupled beads, scFv-anti-DSG3-GFP binding, flow cytometry; hits give low values | 310,000 compounds, 0.48% hits;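 active = binding more than 3 SD below its plate's average and above zero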;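 note: hits lower antibody fragment binding to DSG3; some compounds called inactive have numbers as strong as hits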
HTR5A ag = HTR5A agonism, opioid heterodimer counter-screen; HTR5A agonist assay, luminescence, cell-based; P47898; activation, % at 9.3 µM; 340,000 compounds, 0.61% hits; in the data active = activation mostly above about 9.5%, no sharp cut-off; inactive = mostly below about 7.6%;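 note: 0% = cells with vehicle only and 100% = reference agonist; strong numbers were not always called active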
Arr AP2 block = blocks beta-arrestin peptide binding to AP2 adaptin. inhibition, % at 10 µM. FITC-arrestin peptide / GST-AP2 beads, flow cytometry; AP2 beta2 appendage carries R879A mutation. AID 504490. 340,000 compounds, 0.31% hits;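 active = inhibition above a set limit, near 3 SD of compounds lacking own fluorescence, cut at about 54% in these data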;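 note: plate controls were DMSO wells for no effect and 5 µM unlabelled arrestin peptide for full effect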
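test system = AP2 appendage R879A on GSH beads | buffer or medium = PBS plus Tween 20 (0.05%) and BSA (0.1%) | incubation = 12 min plus 1 h, RT | detection = bead flow cytometry, FITC channel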
V-ATPase pHluor = alters yeast V-ATPase proton transport | S. cerevisiae, pHLuorin cytosolic pH fluorescence | response, % at 10 µM | 350,000 compounds, 0.37% hits; in the data active = response mostly above about 7.3%, no sharp cut-off; inactive = mostly below about 5.4%; note: actives read high; inactives centre near 0; some compounds called inactive have numbers as strong as hits; reference of the scale not given here
HTR5A inv ctr = counter-screen for OPRM1-OPRD1 inverse agonists: human HTR5A inverse agonism. P47898. HTR5A cell line, luminescence. inhibition, % at 9.3 µM. 340,000 compounds, 0.083% hits. AID 504634; in the data active = inhibition mostly above about 23%, no sharp cut-off; inactive = mostly below about 18%;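 note: 0% = cells with DMSO and 100% = no-cell wells with DMSO; some compounds called inactive have numbers as strong as hits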
MOR-DOR ag = OPRM1-OPRD1 heterodimerization agonism; activation, % at 9.3 µM; 340,000 compounds, 0.3% hits; cells, luminescence; AID 504326; in the data active = activation above about 18%;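 note: 0% = vehicle-treated cells and 100% = reference agonist; values of inactives mirror those of a sister screen read the other way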
Target sequence (P35372 whole entry, looked up): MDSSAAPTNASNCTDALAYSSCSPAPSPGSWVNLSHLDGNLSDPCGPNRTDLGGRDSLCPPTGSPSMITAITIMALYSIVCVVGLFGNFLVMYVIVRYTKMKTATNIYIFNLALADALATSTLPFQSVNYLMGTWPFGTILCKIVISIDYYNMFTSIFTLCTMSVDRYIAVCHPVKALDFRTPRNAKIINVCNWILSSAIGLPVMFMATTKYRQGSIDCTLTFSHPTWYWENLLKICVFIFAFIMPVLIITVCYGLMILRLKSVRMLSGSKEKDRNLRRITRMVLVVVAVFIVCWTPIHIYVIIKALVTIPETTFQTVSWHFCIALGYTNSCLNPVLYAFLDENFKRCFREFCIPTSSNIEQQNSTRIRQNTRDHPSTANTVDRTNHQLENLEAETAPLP
Target sequence (P41143 whole entry, looked up): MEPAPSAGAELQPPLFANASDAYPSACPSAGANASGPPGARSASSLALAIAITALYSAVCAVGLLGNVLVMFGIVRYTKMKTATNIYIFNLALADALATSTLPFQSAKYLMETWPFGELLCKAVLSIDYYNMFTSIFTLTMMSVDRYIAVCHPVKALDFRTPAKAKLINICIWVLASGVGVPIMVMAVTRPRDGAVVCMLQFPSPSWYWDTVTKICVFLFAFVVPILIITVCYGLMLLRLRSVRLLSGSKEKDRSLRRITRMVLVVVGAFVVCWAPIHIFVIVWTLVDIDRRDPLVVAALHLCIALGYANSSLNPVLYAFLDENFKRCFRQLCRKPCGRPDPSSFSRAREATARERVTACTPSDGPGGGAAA
MOR-DOR inv ag = inverse agonists of human mu-delta opioid receptor heterodimerization | P35372+P41143 | cell-based MOR-DOR heterodimer luminescence, inverse agonism | inhibition, % at 9.3 µM | 340,000 compounds, 0.21% hits | AID 504357; in the data active = inhibition above about 22%, passing the limit was not always enough;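 note: 0% = cells with DMSO and 100% = wells without cells with DMSO; values of inactives mirror those of a sister screen read the other way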
DAGLB inhibitor = blocks human DAGLB lipase activity | Q8NCG7 | HEK293T DAGLB membrane lysate, EnzChek fluorogenic substrate | inhibition, % at 5.17 µM | 340,000 compounds, 0.059% hits | AID 504411; in the data active = inhibition above about 34%;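 note: 0% = enzyme with vehicle and 100% = wells lacking enzyme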
* hit, by the source's call; x = no result given. Rows were taken by chance. Share with any hit: about 2.4%.

SMILES | PKA-R2B activ | PKA-R1A act | Pemphigus Ab inh | HTR5A ag | Arr AP2 block | V-ATPase pHluor | HTR5A inv ctr | MOR-DOR ag | MOR-DOR inv ag | DAGLB inhibitor
CCn1c(SCC(=O)N2CCCCC2)nnc1-c1ccc(S(=O)(=O)N2CCN(C)CC2)cc1 | 4 | -2 | 104 | 7 | 26 | -1 | -17 | -3.0 | 16 | -2
CCCn1c(=O)c(C(=O)NCc2ccco2)c(O)c2ccccc21 | -2 | -3 | 94 | 3 | 0 | 0 | -8 | -1.2 | 6 | -1
CCc1ccc(NC(=O)CN(c2cc(C)cc(C)c2)S(=O)(=O)c2c(C)[nH]c(=O)[nH]c2=O)cc1 | -1 | 1 | 113 | -3 | -3 | -18 | 22 | -3.4 | 18 | 5
O=C(Nc1ccc(F)cc1)c1ccccc1NS(=O)(=O)N1CCCC1 | -4 | -6 | 103 | 1 | 8 | 0 | -3 | 0.1 | 0 | -1
O=C(CSC1=NCCN1)NC12CC3CC(CC(C3)C1)C2 | -14 | 0 | 102 | 6 | -3 | 4 | -24 | -1.4 | 8 | -9
CCOc1ccc(NC(=O)CN(C)S(=O)(=O)c2ccc(-c3ccc(=O)[nH]n3)s2)cc1 | 3 | 3 | x | -3 | 0 | 0 | 11 | -2.1 | 11 | 0
CCc1ccccc1NC(=O)c1ccc2nc(N3CCOCC3)sc2c1 | -11 | -13 | 101 | 4 | 11 | 0 | -12 | -1.9 | 11 | -1
CCN(CCn1cccn1)C(=O)CCc1nnc(C2(c3ccc(Cl)cc3)CCC2)o1 | 4 | -4 | 103 | -1 | -8 | 2 | 2 | -0.4 | 3 | 2
Brc1ccc(C2CC(c3ccccc3)=Nc3ccccc3N2)cc1 (configuration not stated) | -3 | -13 | 92 | 0 | -1 | 1 | 0 | 1.1 | -7 | 1
CCCS(=O)(=O)c1c(S(=O)(=O)CCC)c2c(C)cccn2c1C(N)=O | -4 | -21 | 104 | -10 | 31 | -1 | 0 | -3.2 | 18 | -2
O=C(COC(=O)c1ccccc1C(=O)c1ccc(Cl)cc1)NC(c1ccccc1)c1ccccc1 | 2 | 5 | 108 | -1 | 10 | 4 | 4 | -1.7 | 9 | -6
CCC(C)NC(=O)C1c2ccccc2C(=O)N1Cc1ccc(F)cc1 (configuration not stated) | 4 | -3 | 109 | -3 | -2 | -4 | 11 | 0.5 | -2 | -4
COc1ccc(OCC(O)CN2CCN(Cc3ccc4c(c3)OCO4)CC2)cc1 (configuration not stated) | 1 | 6 | 97 | 3 | x | 0 | 31 | 2.2 | -12 | 1
COC(=O)C1=C(C)N(Cc2ccc(C)cc2)C(=O)/C1=C\c1ccc(O)c(OC)c1 | -6 | -10 | 100 | 0 | 14 | -2 | 10 | 2.7 | -13 | 1
COc1ccc(C2SCC(=O)N2c2ccc(C)cc2)cc1 (configuration not stated) | -1 | -2 | 112 | 10 | -9 | 1 | 6 | -2.3 | 13 | 3
CSc1ccc(CCNC(=O)CS(=O)(=O)Cc2nc(-c3ccccc3F)oc2C)cc1 | -16 | -14 | 97 | 0 | -7 | -1 | -7 | -2.7 | 14 | 0
COCCCNC(=O)/C=C/c1cccc(Cl)c1 | -2 | 3 | 104 | 0 | -1 | -1 | 3 | -0.1 | 0 | 0
COc1ccc2c(c1)Sc1ccccc1N2 | -8 | 3 | 99 | 1 | 1 | -6 | -3 | 4.7 | -22 | 1
Cc1ccc(NC(=O)CN2C(=O)S/C(=C\c3cc(C)n(-c4cccc(C(=O)O)c4)c3C)C2=O)cc1 | -10 | -11 | 99 | -6 | -17 | 1 | 16 | -2.5 | 14 | 5
CCOc1cc(OCC)c(C(C)=O)cc1OCC | -3 | 13 | 108 | 1 | 17 | 0 | -4 | -0.7 | 4 | -1
Cc1cc([N+](=O)[O-])ccc1NC(=O)c1csc(C)c1C | 5 | -12 | x | 13* | 1 | -1 | -1 | -0.3 | 1 | -1
Cc1c(C(=O)CN2CCSCC2)c2ccccc2n1C | 9 | -3 | 105 | 1 | 3 | 1 | -19 | 1.1 | -6 | -4
C#CCNC(=O)C1=C[C@@H](c2ccc(C#C)cc2)C[C@@H](OCc2ccc(CO)cc2)O1 | -8 | -9 | 103 | 9 | 5 | -2 | -25 | -2.8 | 16 | 1
CCc1ccc(OCCCC(=O)Nc2nccs2)cc1 | 4 | -8 | 87 | 5 | -3 | -2 | 21 | 1.8 | -9 | 1
Cc1cccc(C(=O)NCCCNC(=O)c2cccc(C)c2)c1 | -3 | 6 | 104 | -1 | 24 | 0 | 5 | -3.1 | 15 | -2

Pulled by structure from the entries so far:
SMILES | PKA-R2B activ | PKA-R1A act | Pemphigus Ab inh | HTR5A ag | Arr AP2 block | V-ATPase pHluor | HTR5A inv ctr | MOR-DOR ag | MOR-DOR inv ag | DAGLB inhibitor
Cc1ccc(NC(=O)CN2C(=O)S/C(=C\c3cc(C)n(-c4cccc(C(=O)O)c4)c3C)C2=O)cc1 | -10 | -11 | 99 | -6 | -17 | 1 | 16 | -2.5 | 14 | 5
CCN(CCn1cccn1)C(=O)CCc1nnc(C2(c3ccc(Cl)cc3)CCC2)o1 | 4 | -4 | 103 | -1 | -8 | 2 | 2 | -0.4 | 3 | 2
CCn1c(SCC(=O)N2CCCCC2)nnc1-c1ccc(S(=O)(=O)N2CCN(C)CC2)cc1 | 4 | -2 | 104 | 7 | 26 | -1 | -17 | -3.0 | 16 | -2
CCCn1c(=O)c(C(=O)NCc2ccco2)c(O)c2ccccc21 | -2 | -3 | 94 | 3 | 0 | 0 | -8 | -1.2 | 6 | -1
O=C(Nc1ccc(F)cc1)c1ccccc1NS(=O)(=O)N1CCCC1 | -4 | -6 | 103 | 1 | 8 | 0 | -3 | 0.1 | 0 | -1

Remaining list, next part:
SMILES | PKA-R2B activ | PKA-R1A act | Pemphigus Ab inh | HTR5A ag | Arr AP2 block | V-ATPase pHluor | HTR5A inv ctr | MOR-DOR ag | MOR-DOR inv ag | DAGLB inhibitor
O=C(Nc1cnccn1)Nc1ccccc1F | 0 | 1 | 101 | 4 | -14 | 1 | -9 | -5.0 | 25 | -2
COc1cc2[nH]c(=O)n(Cc3ccccc3Cl)c(=O)c2cc1OC | 0 | -2 | 97 | 2 | 29 | -4 | 1 | -1.6 | 9 | -1
O=C(c1ccco1)N1CCN(C(=O)N2CCOCC2)CC1 | 12 | -3 | 97 | 3 | -10 | -1 | -1 | -0.3 | 2 | 1
c1ccc2c(c1)-c1cccc3cncc-2c13 | 5 | 1 | 92 | 0 | 6 | -2 | 2 | -0.1 | 0 | -4
O=C(NNC(=O)c1cccnc1)NC12CC3CC(CC(C3)C1)C2 | 10 | 3 | 90 | 1 | -2 | -2 | 10 | -2.2 | 12 | 2
CCCCSCCCNC(=O)C1CCC(CNS(=O)(=O)c2ccc(NC(C)=O)cc2)CC1 (configuration not stated) | 6 | 2 | 93 | -2 | -2 | 0 | 9 | -1.9 | 11 | -1
CN(CC(=O)Nc1ccc(F)cc1)C(=O)CSc1nncs1 | -3 | 2 | x | 1 | 1 | 1 | -3 | -0.3 | 2 | 3
Cc1cc(N2CCCCC2)nc(N2CCCCC2)n1 | -5 | 2 | 90 | 3 | 0 | 0 | -9 | 0.6 | -4 | -3
Oc1c(C(c2ccccc2)N2CCc3ccccc3C2)sc2ncnn12 (configuration not stated) | 1 | -1 | 93 | 6 | -12 | 4 | 8 | -2.1 | 11 | -2
C[n+]1cccc(C(=O)O)c1 | -8 | -1 | x | -4 | -5 | -5 | 13 | -1.6 | 9 | 0
Cn1nnnc1SCC(=O)N1c2ccccc2Sc2ccc(Cl)cc21 | 15 | -5 | 103 | 2 | 3 | 0 | 11 | 0.2 | -1 | -1
O=C(NCc1ccco1)c1cc2cc3ccc(Cl)cc3nc2o1 | 7 | -4 | 85 | 1 | 2 | 9 | 7 | 4.9 | -28 | -4
COc1ccc2c(c1)-c1ccccc1S(=O)(=O)N2C(C)=O | -6 | -4 | 113 | -4 | x | -3 | 11 | 0.7 | -4 | 4
c1cn(CC2(Cn3ccnc3)COC2)cn1 | 2 | -18 | 105 | 1 | -3 | -3 | -7 | -3.1 | 14 | -6
CCOc1ccc(-c2cn3ccccc3n2)cc1 | -2 | 0 | 121 | -1 | 9 | 3 | 26 | 2.2 | -11 | -1
CCOP(=O)(OCC)c1nc(-c2cccc([N+](=O)[O-])c2)oc1N1CCCCC1 | 6 | -11 | 100 | -1 | -1 | 2 | 12 | -3.4 | 18 | -1
CCOC(=O)N1CCN(C(=O)C2CCN(C(=O)c3cc(OC)cc(OC)c3)CC2)CC1 | -2 | -4 | 129 | 2 | -4 | 3 | -3 | -2.2 | 12 | -7
CC1(C)Cc2c(sc(NC(=O)C(=O)NCCCN3CCOCC3)c2C(N)=O)CO1 | -8 | 1 | 87 | -1 | 1 | -1 | -12 | -0.1 | 1 | 1
Cc1c(C)n(CC(O)CN2C(=O)c3ccccc3S2(=O)=O)c2ccccc12 (configuration not stated) | -2 | -4 | 103 | 4 | 27 | 1 | -38 | -1.0 | 5 | 1
CC(C)N(Cc1ccccc1)S(=O)(=O)N(C)C | 2 | 1 | x | 4 | 6 | 2 | 17 | -2.5 | 14 | -5
O=Cc1ccc(-n2nncc2-c2ccc([N+](=O)[O-])cc2)cc1 | 8 | 7 | 100 | 4 | 43 | -2 | -11 | 1.0 | -5 | -2
CCOc1ccc(N(CC(=O)Nc2ccccc2C(=O)N2CCOCC2)S(=O)(=O)c2ccc(F)cc2)cc1 | -4 | -2 | 93 | 4 | -6 | -3 | -8 | -3.0 | 15 | -2
CC1(C)CC(=O)C2=C(C1)c1c(ccc3ccccc13)NC2c1ccc(OCC(=O)O)cc1 (configuration not stated) | 5 | 8 | 117 | 1 | 1 | -3 | -2 | 2.9 | -14 | 2
O=C(COC(=O)c1cccc(Cl)c1Cl)NCCN1C(=O)CSC1=O | 2 | 2 | 101 | 0 | -13 | 0 | 1 | -2.1 | 11 | 1
COc1ccc(C2=NOC(Cn3nc(C(=O)NCC4CC4)cc3-c3ccccc3)C2)cc1 (configuration not stated) | -12 | -11 | 107 | 2 | 10 | -3 | -11 | -4.8 | 22 | -6

Complete entries from above. Screens in order: PKA-R2B activ, PKA-R1A act, Pemphigus Ab inh, HTR5A ag, Arr AP2 block, V-ATPase pHluor, HTR5A inv ctr, MOR-DOR ag, MOR-DOR inv ag, DAGLB inhibitor
CC1(C)Cc2c(sc(NC(=O)C(=O)NCCCN3CCOCC3)c2C(N)=O)CO1 is listed as -8, 1, 87, -1, 1, -1, -12, -0.1, 1, 1
O=Cc1ccc(-n2nncc2-c2ccc([N+](=O)[O-])cc2)cc1 is listed as 8, 7, 100, 4, 43, -2, -11, 1.0, -5, -2
O=C(Nc1cnccn1)Nc1ccccc1F is listed as 0, 1, 101, 4, -14, 1, -9, -5.0, 25, -2
Cn1nnnc1SCC(=O)N1c2ccccc2Sc2ccc(Cl)cc21 is listed as 15, -5, 103, 2, 3, 0, 11, 0.2, -1, -1
